# Rpn11 inh = blocks the human proteasome subunit Rpn11. O00487. human 26S proteasome, Ub4-pepOG fluorescence polarization; 20S core pre-blocked with epoxomicin. calls only at 20 µM. 360,000 compounds, 0.59% hits. AID 588493;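 active means inhibition at 20 µM, scaled to each plate's controls, above about 33%, limit read from the data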
# Neddyl block = blocks human cullin neddylation; P61081+Q13564; 360,000 compounds, 0.58% hits; calls only at 25 µM; TR-FRET cullin neddylation, biochemical; in the data active means inhibition above about 36%
# NadD inh = blocks S. aureus nicotinate mononucleotide adenylyltransferase; purified NadD enzyme, colorimetric absorbance read-out; inhibition, % at 20 µM; 360,000 compounds, 0.78% hits; AID 602399; in the data active means inhibition above about 26%; further: some compounds past the cut are filed as inactive
# Rin1-Abl PPI inh = inhibitors of human Rin1-Abl protein interaction; 360,000 compounds, 0.4% hits; TR-FRET Rin1/Abl binding, biochemical; inhibition, % at 7.35 µM; P00519+Q13671; AID 588664; in the data active means inhibition above about 5%, passing the limit was not always enough
# DNMT1 block = DNMT1 (human) enzyme inhibition | P26358 | inhibition (reported as % activation of signal), % at 10 µM | 360,000 compounds, 0.83% hits | DNMT1 molecular beacon, Hinp1I cleavage, fluorescence; in the data active means inhibition above about 50%
# Target sequence (P26358 504-1616 limits assumed): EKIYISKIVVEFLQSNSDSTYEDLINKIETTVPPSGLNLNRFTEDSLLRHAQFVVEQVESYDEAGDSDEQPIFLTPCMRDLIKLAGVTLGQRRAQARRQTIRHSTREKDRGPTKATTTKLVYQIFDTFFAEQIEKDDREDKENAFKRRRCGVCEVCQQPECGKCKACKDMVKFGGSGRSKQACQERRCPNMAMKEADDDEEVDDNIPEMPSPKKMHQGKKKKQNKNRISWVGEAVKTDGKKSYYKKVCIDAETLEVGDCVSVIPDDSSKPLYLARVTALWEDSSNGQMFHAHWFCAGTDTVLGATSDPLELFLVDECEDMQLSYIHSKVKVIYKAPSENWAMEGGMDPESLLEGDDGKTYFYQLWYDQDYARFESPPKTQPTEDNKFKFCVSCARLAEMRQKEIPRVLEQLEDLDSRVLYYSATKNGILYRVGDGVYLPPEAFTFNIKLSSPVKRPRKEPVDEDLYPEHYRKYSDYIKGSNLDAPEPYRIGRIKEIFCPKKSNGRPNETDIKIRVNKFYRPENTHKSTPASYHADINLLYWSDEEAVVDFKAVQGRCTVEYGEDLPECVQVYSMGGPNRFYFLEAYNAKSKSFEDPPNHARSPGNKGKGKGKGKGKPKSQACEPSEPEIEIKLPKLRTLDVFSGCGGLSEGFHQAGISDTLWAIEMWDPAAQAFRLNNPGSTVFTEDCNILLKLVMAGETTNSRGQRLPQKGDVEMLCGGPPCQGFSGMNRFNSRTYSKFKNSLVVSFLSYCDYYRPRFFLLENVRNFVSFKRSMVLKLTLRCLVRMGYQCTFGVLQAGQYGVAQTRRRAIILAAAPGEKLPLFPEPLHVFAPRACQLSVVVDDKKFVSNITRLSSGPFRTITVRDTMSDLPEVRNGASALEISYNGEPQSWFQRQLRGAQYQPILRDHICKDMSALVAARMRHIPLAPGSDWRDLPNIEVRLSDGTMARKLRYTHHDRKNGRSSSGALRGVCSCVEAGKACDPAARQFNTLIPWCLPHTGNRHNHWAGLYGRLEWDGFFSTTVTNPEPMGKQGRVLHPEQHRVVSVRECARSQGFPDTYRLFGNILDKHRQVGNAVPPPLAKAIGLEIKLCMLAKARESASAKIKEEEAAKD
# SUMO1 PPI mod = modulators of human SUMO1-mediated protein-protein interactions; P63165; AID 602429; inhibition, % at 20 µM; SUMO1 binding to a labelled peptide, TR-FRET, 1 h; 360,000 compounds, 0.33% hits; in the data active means inhibition above about 37%
# CSN deneddyl inh = inhibitors of human CSN-mediated cullin deneddylation; Q92905; Purified CSN, SCF-Nedd8-OG deneddylation, fluorescence polarization; inhibition, % at 12.5 µM; 360,000 compounds, 0.38% hits; AID 651999;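 active means pattern-corrected inhibition above about 35%, with an unprinted fluorescence ratio check between 0.5 and 1.5, limit read from the data, passing the limit was not always enough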;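 further: 0% = enzyme with substrate and 100% = substrate without enzyme; some results filed as inactive read as strong as hits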
#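 Assay system: Purified human Csn5 enzyme expressed in HEK293T cells | Amount: Enzyme 0.24 nM | Measured by: Fluorescence polarization readout | Medium: Tris/NaCl/DTT buffer, pH 7.5 | Compound dosing: One concentration, 12.5 µM, 0.25% DMSO | Times: 90 min incubation of compound, enzyme and substrate at room temperature | Control set: no-enzyme wells high, enzyme-with-substrate wells low | Read-out: % inhibition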
# STEP block = inhibitors of human striatal-enriched phosphatase STEP | P54829 | inhibition, % at 20 µM | recombinant STEP, OMFP fluorogenic substrate, fluorescence | AID 588621 | 360,000 compounds, 0.25% hits;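 active means inhibition at 20 µM, scaled per plate between control wells, above about 37%, limit read from the data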;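 further: 0% = DMSO with enzyme and substrate and 100% = substrate only without enzyme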
#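 medium = Bis-Tris buffer pH 6.0, 2.5 mM DTT, 0.005% Tween 20 | test system = STEP (striatal-enriched tyrosine phosphatase) enzyme, cell-free | measure = normalized % inhibition | compound dosing = 20 µM, 1% DMSO | also added = 25 µM OMFP | schedule = reaction 20 min, ambient temperature | measured by = fluorescence read at 480 nm ex / 540 nm em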
# LMPTP inh = blocks human LMPTP phosphatase; P24666; recombinant LMPTP-A, OMFP fluorogenic substrate, fluorescence intensity; inhibition, % at 20 µM; 360,000 compounds, 0.22% hits; AID 651560;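 active means compounds that cut the enzyme signal by at least half of the control window in the single-dose screen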;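 further: plate controls were DMSO wells with enzyme plus substrate for no effect and substrate without enzyme for full effect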
#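 Buffer or medium: Bis-Tris pH 6.0, DTT, detergent; Assay system: LMPTP-A enzyme; Quantity: 0.625 nM enzyme; Detection: endpoint fluorescence intensity; Times: 50 min dark incubation at room temperature; Controls: substrate-only low control, DMSO enzyme-plus-substrate high control; Doses: single 20 µM dose; Read-out: percent inhibition versus substrate-only and uninhibited controls; Reagent: 400 µM OMFP.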
# Scp-1 inhibitor = Scp-1 (human) phosphatase inhibition | Recombinant Scp1, phosphopeptide, malachite green phosphate absorbance | Q9GZU7 | 340,000 compounds, 0.88% hits | inhibition, % at 20 µM;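 active means inhibition above about 50% at 20 µM, limit read from the data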;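 further: plate controls were DMSO wells with enzyme for no effect and wells lacking enzyme for full effect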
#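 Times: enzyme reaction 45 min at room temperature, colour 5 min, stabilisation 30 min. Material: SCP-1 catalytic fragment, aa 76-261. Medium: Acidic Tris acetate buffer with magnesium and detergent. Signal: colorimetric free-phosphate detection, absorbance 630 nm. Read-out basis: % inhibition of SCP-1 phosphate liberation. Reagent: Phosphorylated 17-residue peptide substrate.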
# * = called active by the depositor; i = inactive; · = no result given; + = active, no number. These rows are one share of the data; rates above refer to the full screens.
canonical_smiles,NadD inh,Neddyl block,Scp-1 inhibitor,LMPTP inh,CSN deneddyl inh,Rpn11 inh,DNMT1 block,SUMO1 PPI mod,Rin1-Abl PPI inh,STEP block
CC(C)(C)n1nnnc1C(C1CC1)N1CCC2(CC1)C(=O)NCN2c1ccccc1 (centres undefined),-5,i,·,-0.1,-8,i,3,6,6,1
COc1ccc(-n2c(CN3CCOCC3)nc3ccccc3c2=O)c(OC)c1,1,i,-2,-1.9,3,i,0,0,-1,2
CC(C)CCOP(N)(=O)Oc1ccccc1 (centres undefined),-2,i,-11,-0.4,-3,i,2,4,9,0
Cc1cc(C)c(NC2=NCCS2)cc1C,-2,i,·,-2.3,-1,i,3,7,2,-2
COc1cc2c(cc1OC)-c1c(OC)c(OC)cc3c1[C@H](C2)N(C)CC3,15,i,-2,5.3,5,i,16,-8,-3,7
O=c1[nH]c2ccccc2n1C1CCN(C(c2cccc3ccccc23)c2nnnn2-c2ccc3c(c2)OCCO3)CC1 (centres undefined),16,i,·,3.4,-2,i,-21,1,0,1
CC1CC2(C)C(CCC3C2CCC2(C)C(OP(=O)(N4CC4)N4CC4)CCC32)CC1=O (centres undefined),2,i,0,-1.3,1,i,-3,1,3,5
COc1cc2c(cc1OC)C13CCN4CC5=CCOC(CC(=O)O)C(C5CC41)C3N2 (centres undefined),1,i,5,-0.5,-3,i,6,5,6,-2
CCCCn1c(O)c(C(C)=Nc2cccc(C(=O)O)c2)c(=O)[nH]c1=O,2,i,-5,-1.3,4,i,-3,-2,-4,-1
CC1(C)C(C(=O)N2CCN(c3ccc(Cl)cc3)CC2)C1(C)C,-2,i,-16,0.6,2,+,1,-2,1,-3
Cc1ccc(OC(=O)N(C)C[C@@H]2OCc3cnnn3CCCC(=O)N([C@H](C)CO)C[C@H]2C)cc1,2,i,·,-1.7,-1,i,-2,3,-1,-2
O=c1[nH]c(=O)n(-c2cccc(F)c2)c(O)c1/C=C1\C=Nc2ccccc21,0,i,-10,2.6,6,+,3,-17,2,-16
CCC(C)n1c(O)c(C=NCC2CCCO2)c(=O)[nH]c1=S (centres undefined),1,i,0,-1.3,1,i,-1,-5,-2,-2
Cc1c(C=C2C(=O)N(C)C(=S)N(C)C2=O)c2ccccc2n1CC(=O)NCC1CCCO1 (centres undefined),4,i,-8,1.7,6,+,1,-1,-6,-1
CCS(=O)(=O)Nc1cccc(C(=C2CCCCC2)c2cnc[nH]2)c1,-1,i,-9,-0.6,1,i,-2,5,-4,3
CC[C@]12C=CCN3CCC4(c5cc(Br)c(OC)cc5N(C)C4[C@@](O)(C(=O)OC)[C@@H]1OC(C)=O)C32 (some centres undefined),10,i,-19,-0.5,4,i,0,-3,3,0
O=C(COC(=O)c1ccccc1)Nc1ccc(Cl)cc1C(=O)c1ccccc1,2,i,-10,3.1,4,i,-8,-2,-1,3
N[C@@H]1C[C@H]1c1ccccc1,6,i,-1,-1.0,-4,i,-2,-2,-2,-3
O=C(Cn1cnc2sc3c(c2c1=O)CCCC3)NCCCC(=O)N1CCC2(CC1)OCCO2,0,i,1,-1.5,0,i,2,1,-1,2
CCOC(=O)C1CN(C)CCC1=O (centres undefined),-5,i,-13,-4.2,-4,i,4,0,-1,2
Cc1cc(OC(C)C(=O)N[C@H](C(=O)O)c2ccccc2)c2c3c(c(=O)oc2c1)CCC3 (some centres undefined),0,·,-1,-1.4,-1,i,2,5,-1,-3
O=C1c2ccccc2C2(c3ccc(Cl)cc3)NCCN12 (centres undefined),0,i,-5,-1.3,1,i,5,1,-1,-3
O=C1NC(=O)N(c2ccccc2F)C(=O)/C1=C/c1ccc(Oc2ccc([N+](=O)[O-])cn2)cc1,3,i,22,0.4,-3,i,15,-15,-1,2
O=C1c2ccccc2-c2cccc3cccc1c23,-2,i,49,11,8,i,54*,-15,-4,6
Cc1ccsc1C(=O)C1CCCN(Cc2cccc(-n3cccn3)c2)C1 (centres undefined),-7,i,-10,-1.1,1,i,0,0,-2,3
Cc1ccc2c(c1)C1CN(C)CCC1N2S(=O)(=O)c1ccccc1 (centres undefined),-5,i,7,-1.0,0,i,-7,5,2,-1
CC(Cc1ccccc1)NC(=O)/C=C/C(=O)O (centres undefined),3,i,-5,-2.2,-2,i,7,1,8,2
O=C1NC2C(=CC(O)C(O)C2O)c2cc3c(cc21)OCO3 (centres undefined),0,i,0,-1.9,-2,i,-2,2,2,3
CCCC[N+]12CCC(CC1)C(C(O)(c1ccccc1)c1ccccc1)C2 (centres undefined),1,i,8,-1.0,4,i,4,1,1,2
O=C1CN(O)C(c2ccccc2)=c2cc(Cl)ccc2=N1,1,i,-4,0.6,-2,i,1,-2,3,-1

# Rewritten field by field: part of the list above
> CCC(C)n1c(O)c(C=NCC2CCCO2)c(=O)[nH]c1=S (centres undefined)
  NadD inh: 1	Neddyl block: i	Scp-1 inhibitor: 0	LMPTP inh: -1.3	CSN deneddyl inh: 1	Rpn11 inh: i	DNMT1 block: -1	SUMO1 PPI mod: -5	Rin1-Abl PPI inh: -2	STEP block: -2
> CC[C@]12C=CCN3CCC4(c5cc(Br)c(OC)cc5N(C)C4[C@@](O)(C(=O)OC)[C@@H]1OC(C)=O)C32 (some centres undefined)
  NadD inh: 10	Neddyl block: i	Scp-1 inhibitor: -19	LMPTP inh: -0.5	CSN deneddyl inh: 4	Rpn11 inh: i	DNMT1 block: 0	SUMO1 PPI mod: -3	Rin1-Abl PPI inh: 3	STEP block: 0
> Cc1c(C=C2C(=O)N(C)C(=S)N(C)C2=O)c2ccccc2n1CC(=O)NCC1CCCO1 (centres undefined)
  NadD inh: 4	Neddyl block: i	Scp-1 inhibitor: -8	LMPTP inh: 1.7	CSN deneddyl inh: 6	Rpn11 inh: +	DNMT1 block: 1	SUMO1 PPI mod: -1	Rin1-Abl PPI inh: -6	STEP block: -1
> CC(C)CCOP(N)(=O)Oc1ccccc1 (centres undefined)
  NadD inh: -2	Neddyl block: i	Scp-1 inhibitor: -11	LMPTP inh: -0.4	CSN deneddyl inh: -3	Rpn11 inh: i	DNMT1 block: 2	SUMO1 PPI mod: 4	Rin1-Abl PPI inh: 9	STEP block: 0

# 3 compounds from above, reduced to Neddyl block and Rpn11 inh:
smiles	Neddyl block	Rpn11 inh
N[C@@H]1C[C@H]1c1ccccc1	i	i
O=C(Cn1cnc2sc3c(c2c1=O)CCCC3)NCCCC(=O)N1CCC2(CC1)OCCO2	i	i
CCOC(=O)C1CN(C)CCC1=O (centres undefined)	i	i

# Other results:
canonical_smiles,NadD inh,Neddyl block,Scp-1 inhibitor,LMPTP inh,CSN deneddyl inh,Rpn11 inh,DNMT1 block,SUMO1 PPI mod,Rin1-Abl PPI inh,STEP block
C=CCn1c(O)c(C(C)=Nc2ccc(C(=O)O)cc2)c(=O)[nH]c1=O,-3,i,-4,-0.4,3,i,0,5,-2,4
COC(=O)C1=C(c2ccc(F)cc2OCc2ccccc2)C[C@@H]2CC[C@H]1N2C(=O)NCCc1ccc(F)cc1,-7,i,-14,9.1,0,i,-10,5,1,2
Cc1ncoc1C(=O)NCC1=C(c2ccc(S(C)(=O)=O)cc2)C[C@@H]2CC[C@H]1N2Cc1ccco1,5,i,·,-1.4,2,i,0,4,-1,-3
Fc1ccccc1CNCCc1c[nH]c2ccccc12,-4,i,-12,-2.5,2,i,-2,5,0,-3
Cc1ccc(OC(=O)N(C)C[C@H]2OCc3cnnn3CCCC(=O)N([C@H](C)CO)C[C@@H]2C)cc1,4,i,·,-1.8,-4,i,6,-2,2,-1
CCOc1ccc(N2C(=O)/C(=C/c3ccco3)C(=O)NC2=S)cc1,87*,i,94*,92*,104,·,49,114*,2,100*
CC(C)C/C(=N/O)c1cn(C)c2ccccc12,0,i,3,0.1,-6,i,-1,4,0,2
C=CCN1C(=O)NC(=O)/C(=C/C=C/c2ccccc2)C1=O,5,i,-3,-0.2,3,i,0,-1,-5,-2
Cc1ccc(-n2c(C)nc3ccccc3c2=O)cc1C,1,i,-2,-1.3,0,i,-2,2,0,1
Cc1cc(OC(=O)CCNC(=O)OC(C)(C)C)c2c3c(c(=O)oc2c1)CCC3,-10,i,-2,-1.7,3,i,-2,-6,3,2
CCC(=NCCc1c[nH]c2ccccc12)c1c(O)n(-c2ccc(C)cc2)c(=O)[nH]c1=O,2,i,-1,0.6,-6,i,-1,2,3,-2
O=c1[nH]c2ccccc2n1C1CCN(C(CCc2ccccc2)c2nnnn2Cc2ccccc2)CC1 (centres undefined),16,i,·,4.7,-4,i,-14,1,1,2
COc1ccc(-c2cc(C(F)(F)F)n3nc(C(=O)N4CCC5(CC4)OCCO5)cc3n2)cc1OC,-1,i,4,0.7,1,i,2,-10,-4,-3
O=C(O)Cn1cc(/C=C2\C(=O)NC(=O)N(c3ccc(Cl)cc3)C2=O)c2ccccc21,-2,i,-11,1.0,-4,i,67*,1,-1,0
c1cncc(CNC2=NCCCCC2)c1,3,i,1,-6.7,-2,i,1,0,-1,-3
Cc1ccc(S(=O)(=O)N2Cc3cc(N4CCOCC4)ccc3-n3nncc3C2)cc1,-6,i,·,-1.3,0,i,10,0,3,3
O=C(CCCN1CCC(n2c(=O)[nH]c3ccccc32)CC1)c1ccc(F)cc1,1,i,-9,9.4,-4,i,-2,2,3,0
CC(=NCc1ccc2c(c1)OCO2)c1c(O)[nH]c(=O)[nH]c1=O,6,i,-3,1.8,1,i,-1,0,1,1
CCc1ccc(CNCCc2ccccc2F)cc1,-2,i,41,-1.0,-17,i,9,-1,1,1
CN1C(=O)C(Cc2ccsc2)C(=O)N(C)C1=O,-3,i,-2,1.7,0,i,-4,-2,-3,4
COc1ccc(C(=O)CC2(CC(=O)c3ccc(OC)cc3)C(=O)N(C)C(=O)N(C)C2=O)cc1,-7,i,-7,-0.4,1,i,3,2,-2,-1
O=C1NC(=O)N(Cc2ccc(F)cc2)C(=O)/C1=C\C=C\c1ccco1,13,i,14,1.2,99*,·,26,11,1,2

# Screening data (PubChem)
